Assay outcomes (PubChem)
Vif-A3F inh = Vif-A3F binding inhibition. HeLa A3F-eYFP + Vif (tagged APOBEC3F with the HIV-1 protein that degrades it), YFP fluorescence increase. hit rate 0.2% among 390,000. Potency, µM (top dose mostly 46.1 µM), for inactives: at the top dose activity, negative = active; note: % of control where 0% means no effect; nearly all actives have a fitted effect of over 65% in size
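HeLa cells stably expressing Vif plus C-terminally eYFP-tagged A3F were seeded, incubated overnight at 37 deg C, dosed with compound, incubated overnight again at 37 deg C. Yellow fluorescence (Ex 488/Em 500-530) reported blocked Vif-mediated A3F-eYFP degradation.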
12-LOX inh = blocks human arachidonate 12S-lipoxygenase. purified 12hLO, xylenol orange hydroperoxide absorbance. P18054. hit rate 1.1% among 580,000. Potency, µM (series often up to 108 µM), inactives show at the top dose activity change, negative = inhibition, usual class: inhibitors; note: % is set by controls: 0 for no effect and ±100 for the full control effect
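Purified human 12hLO (150 nM final) in 25 mM Hepes, 0.01% Triton X-100, pH 7.0 was preincubated 15 min at room temperature with compound. Then 40 uM arachidonic acid was added, 30 min. Hydroperoxide was read by Fe-XO absorbance ratio 573/405 nm.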
Vif-APOBEC3G blk = blocks the Vif interaction with human APOBEC3G; hit rate 0.076% among 410,000; Q9HC16; Potency, µM (doses to about 46.1 µM), for the others: at the highest dose activity, negative = active, usual class: inhibitors; HeLa A3G-eYFP + Vif (tagged APOBEC3G with the HIV-1 protein that degrades it), YFP fluorescence, overnight; AID 602310;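 note: % is set by controls: 0 for no effect and ±100 for the full control effect; nearly all actives have a fitted effect of over 60% in size; hits raise eYFP signal because A3G escapes Vif-driven loss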
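Read-out is eYFP fluorescence (Ex 488/Em 500-530) from Vif-expressing HeLa A3G-eYFP cells; more signal means A3G escaped Vif-mediated degradation. Cells plated overnight, compound pinned in, incubated overnight at 37 deg C.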
RXFP1 ag = agonists of human relaxin receptor RXFP1 | AID 2676 | HEK293T-RXFP1 cAMP TR-FRET, 30 min; response scale: percent of porcine relaxin response, buffer zero | hit rate 0.3% among 370,000 | Potency, µM (top dose mostly 57.5 µM), inactives show at the top dose activation, most hits filed as activators; note: % is set by controls: 0 for no effect and ±100 for the full control effect; nearly all actives have a fitted effect of over 60% in size; many of its hits are not listed in these tables
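HEK293T cells stably expressing RXFP1 were pretreated with the PDE4 inhibitor Ro 20174, exposed to compounds for 30 min at 37C, lysed, and cAMP was read by TR-FRET. Data normalized to buffer (basal) and 29 nM porcine relaxin (100%).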
IDH1 R132H inh = blocks human mutant IDH1 R132H enzyme. hit rate 0.093% among 390,000. Potency, µM (doses to about 76.6 µM), for the others: at the highest dose activity change, negative = inhibition, actives largely listed as inhibitors. IDH1-R132H enzyme, NADPH consumption, diaphorase/resazurin fluorescence; note: % is set by controls: 0 for no effect and ±100 for the full control effect; nearly all actives have a fitted effect of over 65% in size
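IDH1-R132H (0.5 ug/mL dispensed) in pH 7.5 Tris buffer was preincubated 30 min with compound, then given a substrate mix of 0.016 mM NADPH and 2 mM alpha-KG for 80 min at room temperature; remaining NADPH was read by diaphorase/resazurin fluorescence.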
USP1-UAF1 inh = USP1/UAF1 (human) deubiquitinase inhibition. Potency, µM (series often up to 57.1 µM), without a hit: at the highest dose activity change, negative = inhibition, usual class: inhibitors. O94782. hit rate 0.23% among 390,000. recombinant USP1/UAF1, Ub-Rhodamine cleavage fluorescence; note: % is set by controls: 0 for no effect and ±100 for the full control effect; nearly all actives have a fitted effect of over 60% in size; inactives centre near -12
Target sequence (O94782 whole entry, looked up): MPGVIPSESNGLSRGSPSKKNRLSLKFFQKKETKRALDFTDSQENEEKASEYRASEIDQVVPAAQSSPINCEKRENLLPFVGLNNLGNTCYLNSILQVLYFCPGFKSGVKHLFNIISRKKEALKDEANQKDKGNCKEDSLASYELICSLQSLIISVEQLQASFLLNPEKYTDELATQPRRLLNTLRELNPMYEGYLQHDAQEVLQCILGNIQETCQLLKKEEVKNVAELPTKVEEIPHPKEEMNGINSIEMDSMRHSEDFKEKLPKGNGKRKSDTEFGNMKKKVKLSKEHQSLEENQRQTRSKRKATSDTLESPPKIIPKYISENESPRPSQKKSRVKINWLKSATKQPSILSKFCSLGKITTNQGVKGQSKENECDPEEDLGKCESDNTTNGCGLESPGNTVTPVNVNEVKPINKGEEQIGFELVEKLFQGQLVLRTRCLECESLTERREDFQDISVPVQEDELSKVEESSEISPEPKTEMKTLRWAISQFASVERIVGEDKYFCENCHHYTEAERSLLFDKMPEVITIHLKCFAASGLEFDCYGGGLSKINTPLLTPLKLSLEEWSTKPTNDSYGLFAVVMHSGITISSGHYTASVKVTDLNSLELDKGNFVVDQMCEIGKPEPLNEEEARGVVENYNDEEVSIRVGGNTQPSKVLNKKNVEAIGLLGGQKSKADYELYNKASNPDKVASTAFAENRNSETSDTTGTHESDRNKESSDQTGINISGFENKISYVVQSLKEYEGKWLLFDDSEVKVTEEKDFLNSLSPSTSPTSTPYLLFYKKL
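USP1/UAF1 complex (1 nM) preincubated 15 min at room temperature with compound, then Ub-Rho substrate (150 nM final) added. Kinetic fluorescence at 480/540 nm over 6 reads at 60 s intervals; 50 mM HEPES pH 7.8, 0.5 mM EDTA, 0.1 mg/ml BSA, 1 mM TCEP, 0.01% Tween-20.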
TrxR1 inh = inhibitors of rat thioredoxin reductase 1. O89049. recombinant rTrxR1, NADPH fluorescence consumption, selenite substrate. Potency, µM (titrated, usually from 114 µM), without a hit: at the highest dose activity change, negative = inhibition, most hits filed as inhibitors. hit rate 1% among 390,000; note: % is set by controls: 0 for no effect and ±100 for the full control effect; nearly all actives have a fitted effect of over 65% in size
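Rat TrxR1 (90 nM in the dispensed reagent) was pre-reduced with 400 uM NADPH for 5 min at room temperature, then incubated with compound for 15 min. After 400 uM selenite was added, NADPH fluorescence (Ex 340/Em 450 nm) was followed for 8 min.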
TrxR1 substrate = is turned over as a substrate by rat TrxR1; O89049; purified TrxR1 substrate turnover, NADPH consumption readout; Potency, µM (titrated, usually from 114 µM), without a hit: at the top dose activity change, negative = substrate turnover; hit rate 0.01% among 390,000; note: % is set by controls: 0 for no effect and ±100 for the full control effect; nearly all actives have a fitted effect of over 50% in size
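Rat TrxR1, dispensed at 90 nM, was prereduced with 400 uM NADPH (final) for 5 min at ~22 deg C, then incubated with compound 15 min before 400 uM selenite. A first-read NADPH fluorescence drop versus no-compound background flagged substrates.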
RGS4 inh = inhibitors of human regulator of G protein signaling 4; Transcreener GDP fluorescence polarization, RGS4-accelerated GTP hydrolysis; hit rate 0.039% among 390,000; AID 504845; Potency, µM (titrated, usually from 114 µM), without a hit: at the highest dose activity change, negative = inhibition, actives largely listed as inhibitors; P49798; note: % is set by controls: 0 for no effect and ±100 for the full control effect; nearly all actives have a fitted effect of over 75% in size; some results filed as inactive show a strong effect at the top dose
Target sequence (P49798 whole entry, looked up): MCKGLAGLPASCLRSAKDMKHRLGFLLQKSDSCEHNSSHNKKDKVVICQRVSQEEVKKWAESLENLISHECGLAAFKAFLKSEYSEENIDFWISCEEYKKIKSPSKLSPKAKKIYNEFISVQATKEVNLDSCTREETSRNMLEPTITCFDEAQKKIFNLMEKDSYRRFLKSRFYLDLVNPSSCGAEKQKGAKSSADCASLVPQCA
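MLSMR compounds (23 nl, pin-transferred) preincubated 10 min at room temperature with a 500nM (2x) first reagent, then RGS4 at 900nM (2x) plus Transcreener GDP mix added; fluorescence polarization (620/688 nm) read before and after 90 min at 30 °C.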
* marks the source's active call; other numbers are inactive results; ? = inconclusive; . = no result given; & = joins results of further samples; [ ] = another dose, or the depositor's remark. Calls come from the whole dose curve; as a rule, active = well fitted curve in the direction sought with a large enough effect; inconclusive = small, poorly fitted or top-dose-only effect, or another doubt; inactive = no such curve, though single readings can be large; an effect the other way counts as inactive or inconclusive. Potency is the fitted concentration of half-maximal effect. A portion of the library; rates above refer to the full screens.

no.	SMILES	Vif-A3F inh	12-LOX inh	Vif-APOBEC3G blk	RXFP1 ag	IDH1 R132H inh	USP1-UAF1 inh	TrxR1 inh	TrxR1 substrate	RGS4 inh
1	CCn1c(SCC(=O)c2ccccc2)nnc1-c1cccnc1	8%	0%	0%	-1.6%	8%	4%	14%[57.1 µM]	9%	12%
2	Cc1ccc(C(=O)NC(C)c2ccc(F)cc2)cc1 (stereo not given)	-26%	16%	2%	-1.0%	-8%	-15%	4%	-4%	14%
3	C=CCNc1nc2c(c(=O)[nH]c(=O)n2C)n1Cc1cccc(C)c1	0%	-29%&0%	0%	-0.1%	14%	-18%	-14%	-2%	-20%
4	O=C(c1ccccc1Cl)N1CCC(c2nc3ccccc3s2)CC1	1%	-13%	-3%	1.7%	14%	-17%	20%	2%	-1%
5	COc1cccc(CN2CCN(C(c3ccccc3)c3ccccc3)CC2)c1O	17%	?	2%	0.9%	6%	-16%	19%	-7%	-17%
6	COc1ccc(-c2nc(N)nc(C)c2-c2ccc(Cl)cc2)c(O)c1	-6%	-27%	-12%	-0.7%	1%	-24%	13%	-2%	-30%
7	COc1cccc(-c2cn3c(n2)sc2cc(C(=O)NCCc4ccccc4)ccc23)c1	4%	?	-8%	0.7%	-13%	-1%	13%	6%[11.4 µM]	10%
8	COc1ccc(C(=O)NCCN2CCCC2)cc1	2%	11%	5%	1.1%	17%	-12%	5%[57.1 µM]	6%[57.1 µM]	11%
9	CC(C(=O)O)c1cccc(Oc2ccccc2)c1 (stereo not given)	1%	-2%	-5%	.	3%	-9%	23%	1%	14%
10	O=C(NNc1ncnc2c1cnn2-c1ccccc1)c1ccccc1	-15%	?	-1%	1.1%	0%	-9%	18%[57.1 µM]	8%[57.1 µM]	4%
11	CC(C)CN(C(=O)c1ccc(=O)n(C)n1)c1c(N)n(Cc2ccccc2)c(=O)[nH]c1=O	-6%	7%	0%	0.0%	-3%	-16%	14%	4%	8%
12	CC(C)(C)CN1CCN(Cc2cc3ccccc3[nH]2)CC1CCO (stereo not given)	-1%	-11%	0%	-2.2%	10%	-19%	21%	9%	-48%

Copied from above, compounds 1 to 2
no.	SMILES	Vif-A3F inh	12-LOX inh	Vif-APOBEC3G blk	RXFP1 ag	IDH1 R132H inh	USP1-UAF1 inh	TrxR1 inh	TrxR1 substrate	RGS4 inh
1	CCn1c(SCC(=O)c2ccccc2)nnc1-c1cccnc1	8%	0%	0%	-1.6%	8%	4%	14%[57.1 µM]	9%	12%
2	Cc1ccc(C(=O)NC(C)c2ccc(F)cc2)cc1 (stereo not given)	-26%	16%	2%	-1.0%	-8%	-15%	4%	-4%	14%

(listing goes on)
no.	SMILES	Vif-A3F inh	12-LOX inh	Vif-APOBEC3G blk	RXFP1 ag	IDH1 R132H inh	USP1-UAF1 inh	TrxR1 inh	TrxR1 substrate	RGS4 inh
13	CC(OC(=O)c1cc(-c2cccnc2)nc2ccccc12)C(=O)Nc1ccc2ccccc2c1 (stereo not given)	-3%	-34%	-17%	0.4%	6%	-9%	-2%[57.1 µM]	-1%[57.1 µM]	14%
14	Cc1ccc(OCCNC(=O)CCNS(=O)(=O)c2ccc3ccccc3c2)cc1	-20%	?	-2%	0.4%	21%	-6%	21%	-1%	0%
15	COc1ccc(C(=O)NCc2nnc(SCC(=O)NCc3ccco3)o2)cc1OC	2%	21%	3%	-0.2%	-6%	-18%	3%	2%	-19%
16	Cc1cccc(N(C)C(=O)c2cc3cc4ccc(C)cc4nc3o2)c1	-8%	2%	?	0.4%	3%	-10%	4%	4%[57.1 µM]	-7%
17	CN(c1ccc(OCC(=O)N2CCOCC2)cc1)S(=O)(=O)c1ccc(Cl)cc1	-7%	-16%	-1%	2.2%	-2%	-5%	-5%	-4%	25%
18	c1ccc(Cn2nnc3c(N4CCN(Cc5ccc6c(c5)OCO6)CC4)ncnc32)cc1	1%	-17%	2%	0.6%	0%	-23%	28%	10%	4%
19	Cc1nnc(NC(=O)CSc2ccc3nnc(-c4ccccn4)n3n2)s1	1%	-4%	1%	?	6%	-12%	37%[activator]	31%	12%
20	c1ccc(-c2ccc(CN3CCN(c4ncccn4)CC3)cc2)cc1	-7%	?	0%	0.1%	3%	-8%	2%	-7%	-8%
21	Cc1cc2cc(CCNC(=O)c3cccc([N+](=O)[O-])c3)c(=O)[nH]c2cc1C	1%	-64%	-2%	-0.3%	-3%	-18%	1%	1%	10%
22	CCCn1c(SCC(=O)NC(=O)NCc2ccccc2)n[nH]c1=O	-1%	-15%	1%	.	1%	-20%	29%	13%	4%
23	CCOC(=O)C1CCN(C(=O)c2ccc3c(c2)sc2nc(-c4ccc(C)cc4)cn23)CC1	2%	-12%	1%	5.8%	-8%	-36%	-11%	5%[11.4 µM]	23%
24	O=C(NCc1ccncc1)C(=O)Nc1ccc2c(c1)OCO2	-1%	-2%	14%	-1.0%	6%	-19%	19%	1%	-13%[56.9 µM]

Complete entries, quoted from the list. Order of screens: Vif-A3F inh	12-LOX inh	Vif-APOBEC3G blk	RXFP1 ag	IDH1 R132H inh	USP1-UAF1 inh	TrxR1 inh	TrxR1 substrate	RGS4 inh
Entry for CCCn1c(SCC(=O)NC(=O)NCc2ccccc2)n[nH]c1=O → -1%	-15%	1%	.	1%	-20%	29%	13%	4%
Entry for c1ccc(Cn2nnc3c(N4CCN(Cc5ccc6c(c5)OCO6)CC4)ncnc32)cc1 → 1%	-17%	2%	0.6%	0%	-23%	28%	10%	4%
Entry for Cc1cccc(N(C)C(=O)c2cc3cc4ccc(C)cc4nc3o2)c1 → -8%	2%	?	0.4%	3%	-10%	4%	4%[57.1 µM]	-7%

The list continues.
no.	SMILES	Vif-A3F inh	12-LOX inh	Vif-APOBEC3G blk	RXFP1 ag	IDH1 R132H inh	USP1-UAF1 inh	TrxR1 inh	TrxR1 substrate	RGS4 inh
25	CCC(C)(C)NC(=O)c1cc([N+](=O)[O-])ccc1N1CCCCC1	-2%	10%	-4%	-0.3%	0%	-12%	13%[57.1 µM]	-7%	-2%
26	COc1ccc(/C(C)=N/NC(=O)Cc2c(C)nc(C)[nH]c2=O)cc1	4%	2%	-4%	2.1%	9%	-8%	-2%	-1%	11%
27	CS(=O)(=O)N1CCN(C(=O)c2cc(-c3cccnc3)nc3ccc(Br)cc23)CC1	-1%	-9%	-3%	30%	5%	-3%	17%[57.1 µM]	2%	?
28	CN(C)C(CNC(=O)c1ccc(NS(=O)(=O)c2ccc(F)c(F)c2)cc1)c1ccccc1 (stereo not given)	4%	-12%	-2%	1.4%	-4%	-19%	4%	-3%	-3%
29	C=Cn1cc(CNC[C@H]2O[C@@H](n3cc(C)c(=O)[nH]c3=O)C[C@@H]2O)c(C)n1	-1%	36%[activator]	0%	.	5%	2%	.	.	.
30	O=C(O)c1cccc2c1Cc1cc([N+](=O)[O-])ccc1-2	-1%	-7%	5%	.	-2%	-4%	3%	-5%	3%
31	COc1ccc(C(=O)N=c2sc3ccccc3n2C)cc1	-10%	9%	-5%	26%	9%	-3%	41%[activator][57.1 µM]	19%[57.1 µM]	20%
32	CCc1ccccc1Nc1nc(N)nc(COC(=O)C2=COCCO2)n1	0%	30%[activator]	-27%	-0.6%	-11%	-14%	-2%	-7%	1%
33	O=C(NCc1ccco1)C1CCCN1S(=O)(=O)c1ccccc1C(F)(F)F (stereo not given)	3%	0%	-1%	1.1%	10%	-15%	-9%	4%	-21%
34	Cc1ccc(S(=O)(=O)N2CCN(CC(=O)N/N=C\c3cccnc3)CC2)cc1	-13%	-15%	-8%	-0.2%	9%	-18%	11%	0%	8%
35	COc1ccccc1NC(=O)Cc1ccc(-c2ccccc2)cc1	?	-17%	-138%	0.1%	2%	-22%	23%[57.1 µM]	2%[57.1 µM]	-35%
36	CCOC(=O)C1(CCCc2ccccc2)CCN(C(=O)CCc2cnccn2)CC1	-21%	-2%	1%	2.9%	12%	-21%	14%	7%	5%
37	CCOC(=O)c1ccccc1-c1csc(N)n1	-18%	-2%	3%	0.4%	17%	-2%	17%[11.4 µM]	9%[57.1 µM]	-32%
38	Fc1cccc(/C=N/Nc2nccnc2Cl)c1	-1%	-39%	0%	3.4%	9%	-14%	7%	-1%	8%
39	Cc1ccc(NC(=O)C2=NNC(=O)CC2)cc1S(=O)(=O)Nc1ccc(SC(F)F)cc1	5%	?	-10%	2.6%	-19%	-8%	20%	-3%	-18%
40	CCCCOc1ccc(C(=O)N2CCN(c3ncccn3)CC2)cc1	-1%	13%	4%	1.2%	-8%	1%	3%	-3%	32%
41	Cc1ccc(N=Nc2c(N)n(-c3ccccc3)[nH]c2=O)cc1	4%	8%	3%	3.8%	5%	-20%	12%	2%	-2%
42	CCOC(=O)c1c(CC(C)C)csc1/N=C/C1=C(O)CCCC1=O	?	?	?	-1.0%	5%	-24%	-1%	-5%	-34%
43	CCOC(=O)C1=C(C)NC(=O)NC1c1ccc(N2CCC(c3ccccc3)=N2)cc1 (stereo not given)	-13%	-20%	-15%	17%	-2%	-16%	52%[activator]	30%	-13%
44	CC(C(=O)c1ccc(-c2ccccc2)cc1)[n+]1cccc(NC(=O)c2ccccc2)c1 (stereo not given)	8%	?	8%	-0.3%	10%	-19%	1%	-1%	-5%
